Screens as filed in PubChem.
Fam108B counter: Fam108B inhibition, counter-screen for RBBP9 inhibitors; recombinant Fam108B, FP-Rh probe fluorescence polarization; inhibition, % at 9.51 µM; hit rate 0.33% among 300,000; AID 1947;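 active = inhibition above the screen mean inhibition plus 3 SD, computed separately per campaign, cut at about 18% in these data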;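 also: inhibitors lower polarization as less probe binds the enzyme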
MCL1 BIM primary: inhibitors of human MCL1 binding to BIM-BH3 peptide. GST-MCL1 / FITC-Bim-BH3 fluorescence polarization. inhibition, % at 10.9 µM. hit rate 0.68% among 320,000. Q07820;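 active = inhibition above the mean inhibition of all tested compounds plus 3 SD, set per campaign, cut at about 40% in these data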;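 also: 0% = DMSO wells and 100% = unlabeled Bim-BH3 peptide control; higher means more loss of mP so more displacement of Bim peptide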
MEX-5 binding: C. elegans MEX-5 TCR-2 RNA binding activity | Q9XUB2 | MEX-5/FITC-TCR2 RNA binding, fluorescence polarization; stronger effect = lower value | activity score (negative = inhibition of binding), % at 10 µM | hit rate 0.38% among 300,000;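 active = inhibition past about -25% in most replicates, and total fluorescence under double the plate's negative control median, limit read from the data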;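 also: 0% = DMSO and -100% = 5 µM competing unlabeled TCR2 RNA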
Target sequence (Q9XUB2 whole entry, looked up): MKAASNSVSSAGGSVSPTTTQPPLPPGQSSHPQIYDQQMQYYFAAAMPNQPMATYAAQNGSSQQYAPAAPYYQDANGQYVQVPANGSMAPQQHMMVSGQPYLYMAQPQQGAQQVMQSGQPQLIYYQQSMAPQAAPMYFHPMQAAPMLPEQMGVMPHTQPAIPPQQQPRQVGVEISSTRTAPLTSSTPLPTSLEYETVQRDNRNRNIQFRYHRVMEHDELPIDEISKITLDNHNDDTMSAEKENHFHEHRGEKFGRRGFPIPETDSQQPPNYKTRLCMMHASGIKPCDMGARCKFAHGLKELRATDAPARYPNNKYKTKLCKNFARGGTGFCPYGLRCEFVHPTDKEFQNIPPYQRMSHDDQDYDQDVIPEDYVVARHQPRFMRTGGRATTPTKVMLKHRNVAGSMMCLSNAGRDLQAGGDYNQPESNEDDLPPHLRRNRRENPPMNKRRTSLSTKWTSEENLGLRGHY
Bcl-xL primary: Bcl-xL (human) inhibition; GST-Bcl-xL / FITC-Bim BH3 peptide fluorescence polarization; inhibition, % at 10.9 µM; hit rate 0.7% among 320,000; AID 2129;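 active = inhibition above the mean of all tested compounds plus 3 SD, cutoff set per campaign, cut at about 30% in these data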;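 also: 0% = DMSO wells and 100% = unlabeled Bim-BH3 peptide competitor; inhibitors lower millipolarization by displacing the labeled peptide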
GSTO1 counter: blocks human GSTO1 in RBBP9 counter-screen; recombinant GSTO1, activity-based probe fluorescence polarization; inhibition, % at 5.96 µM; hit rate 1.1% among 300,000; AID 1974;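 active = inhibition above the campaign mean inhibition plus 3 SD, cut at about 35% in these data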;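 also: 0% = GSTO1-1 with DMSO and 100% = wells lacking GSTO1-1 enzyme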
GLD-1 TGE inh: GLD-1-TGE RNA interaction inhibition (C. elegans); hit rate 0.44% among 320,000; Q17339; inhibition, % at 5.96 µM; AID 2280; purified GLD-1 + fluorescein TGE RNA, fluorescence polarization;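 active = percent inhibition above a per-plate cutoff, the plate mean of test compounds plus 3 SD, cut at about 30% in these data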;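 also: 0% = DMSO wells with GLD-1 and probe and 100% = wells lacking GLD-1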
PAD4 inh: PAD4 (human) enzyme inhibition; Q9UM07; recombinant PAD4, RCA probe fluorescence polarization; AID 485272; inhibition, % at 6.36 µM; hit rate 0.41% among 330,000;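 active = percent inhibition above a cutoff equal to the mean of all tested compounds plus 3 SD, cut at about 15% in these data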;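 also: 0% = PAD4 with RCA probe and DMSO and 100% = probe without PAD4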
TPT1 inhibitor: blocks Candida albicans tRNA 2'-phosphotransferase; recombinant caTPT1, FP RNA substrate dephosphorylation; inhibition, % at 5 µM; hit rate 0.81% among 300,000;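 active = inhibition above the mean of all tested compounds plus 3 SD, set per screening campaign, cut at about 24% in these data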;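 also: plate controls were DMSO alone for no effect and ferristatin control at 100 nM for full effect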
PME-1 inh: PME-1 (human) inhibition | Q9Y570 | recombinant PME-1, FP-Rh probe fluorescence polarization | inhibition, % at 5.9 µM | hit rate 0.53% among 320,000 | AID 2130;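 active = inhibition above the campaign mean of all compounds plus 3 SD, cut at about 26% in these data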;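 also: competitive labeling of PME-1 active site by serine hydrolase directed probe; 0% = PME-1 with DMSO and 100% = wells lacking PME-1 enzyme; inhibitors block probe labeling so polarization falls and inhibition rises; many of its hits are not listed in these tables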
Target sequence (Q9Y570 whole entry, looked up): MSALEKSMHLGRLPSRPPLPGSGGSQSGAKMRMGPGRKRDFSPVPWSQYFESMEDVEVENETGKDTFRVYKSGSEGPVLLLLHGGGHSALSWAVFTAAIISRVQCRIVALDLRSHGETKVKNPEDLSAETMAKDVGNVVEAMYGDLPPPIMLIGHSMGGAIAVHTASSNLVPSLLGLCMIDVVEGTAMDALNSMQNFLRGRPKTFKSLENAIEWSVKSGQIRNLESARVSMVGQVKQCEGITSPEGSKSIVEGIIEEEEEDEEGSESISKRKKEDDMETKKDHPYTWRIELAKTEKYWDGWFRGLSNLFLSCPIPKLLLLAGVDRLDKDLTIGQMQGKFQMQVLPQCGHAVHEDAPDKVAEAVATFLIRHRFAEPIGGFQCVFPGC
Numbers without * were called inactive; / = no result given. An excerpt; count on the stated rates, not on these rows.

SMILES | Fam108B counter | MCL1 BIM primary | MEX-5 binding | Bcl-xL primary | GSTO1 counter | GLD-1 TGE inh | PAD4 inh | TPT1 inhibitor | PME-1 inh
O=C(N/N=C/c1cc([N+](=O)[O-])ccc1O)C1CC1 | 6 | 1 | -0.4 | -1 | -16 | 3 | -2 | 1 | 5
Cn1c(CNC(=O)C2CCCCC2)cc2cc(Cl)ccc21 | -1 | 5 | -0.4 | 3 | 4 | 2 | 2 | 0 | -1
O=C(O)c1c(F)c(F)c(F)c(F)c1-c1ccc(Cl)cc1 | 0 | 3 | 0.7 | 3 | 3 | 3 | -6 | 0 | -7
Cc1ccc(CNC(=O)[C@H](C)NC(=O)C2CCN(C(=O)[C@@H](N)CC(C)C)CC2)cc1 | 1 | 6 | 1.9 | 7 | 1 | 3 | 0 | -1 | 2
O=C(CSC1=NCCS1)Nc1cccc(F)c1 | -3 | 2 | -5.1 | 6 | -13 | -2 | 0 | -5 | 1
C/C=C/C(=O)Nc1nnc(C(C)C)s1 | 4 | -3 | 0.9 | -2 | -4 | 5 | 3 | -4 | 1
N/C(=N\OC(=O)c1cccc(Br)c1)c1ccc([N+](=O)[O-])cc1 | 0 | -1 | -0.3 | 0 | 4 | 1 | -2 | 0 | 2
CCOc1ccc(OCC)c(NC(=O)C2CCN(S(=O)(=O)c3cccnc3)CC2)c1 | 1 | 3 | 1.5 | 1 | 4 | 7 | 2 | -1 | -1
COC(C(=O)N/N=C/c1ccc(OCC(=O)N2CCOCC2)cc1)c1ccccc1 (configuration not stated) | 0 | 7 | 0.8 | 2 | 7 | 6 | -1 | -2 | -4
O=C(N/N=C/c1ccccn1)c1cccs1 | 1 | 9 | -4.5 | 9 | 7 | 6 | 5 | -4 | -2
CCCn1c(N)c(N(CCOC)C(=O)CCC2CCCCC2)c(=O)[nH]c1=O | / | -9 | / | -7 | / | 7 | 0 | / | 0
CCN(CC)C(=O)Cn1cc(SCC(=O)NCc2ccco2)c2ccccc21 | 0 | 7 | 0.6 | 5 | 0 | 2 | -1 | -1 | -2
O=Cc1c(NCCc2ccc(F)cc2)c2ccccc2[nH]c1=O | -6 | 0 | -2.0 | 3 | 0 | -2 | -1 | -2 | -2
COc1ccc(N(CC(=O)Nc2cc(Cl)ccc2C)S(=O)(=O)c2c(C)n[nH]c2C)cc1 | 0 | 0 | -0.2 | 7 | 0 | 5 | 2 | -4 | -1
NC(=O)CC(NC(=O)c1ccccc1)c1ccc(NCc2ccccn2)c([N+](=O)[O-])c1 (configuration not stated) | 0 | 6 | -2.3 | 2 | -2 | 8 | -3 | 1 | 3
Cc1ccc(/C=N\NC(=O)c2csnn2)cc1 | 0 | 15 | -2.3 | 5 | -5 | -4 | 0 | 1 | -4
COc1cccc2sc3ccc(C#CC4(O)CCCCC4)cc3c(=O)c12 | -7 | 8 | -3.2 | 9 | -20 | 3 | 4 | -2 | -21
COc1ccc(NS(=O)(=O)c2cccc(C(=O)N/N=C/c3ccccn3)c2)cc1 | 1 | -4 | -1.6 | -1 | 10 | -8 | -3 | 1 | 6
CC(=O)OC(C[N+]1(C)CCCCCC1)c1ccccc1 (configuration not stated) | -3 | -28 | 1.8 | -11 | -2 | -1 | -4 | -2 | 3
CC[C@@H]1CC=C[C@H]2[C@H]1C(=O)N(Cc1ccccc1)[C@H]2c1ccoc1 | 3 | 3 | 5.5 | 4 | 10 | 10 | -4 | 4 | -2
Cc1nn2c(nc1=O)SCC(c1ccccc1)=N2 | -5 | -4 | -2.3 | 7 | 9 | 0 | 18* | 2 | -4
CCOC(=O)c1[nH]nc(-c2c(O)cc(C)cc2O)c1-c1csc(C)n1 | 2 | 7 | -4.7 | 7 | 7 | 8 | 1 | -2 | -1
COc1ccc(OC)c(-c2cc(C(=O)Nc3c(C)n(C)n(-c4ccccc4)c3=O)no2)c1 | 0 | 3 | -1.0 | 7 | -4 | 3 | 5 | -7 | 7
CCC(C(=O)Nc1cc(C)on1)c1ccccc1 (configuration not stated) | -2 | 11 | 2.1 | 3 | 4 | 3 | 3 | -6 | -3
COc1ccccc1C(=O)NNC(=O)c1ccc(F)cc1 | 2 | 9 | 0.8 | 5 | 10 | -4 | -2 | -3 | 2
CC1CCN(S(=O)(=O)c2ccccc2[N+](=O)[O-])CC1 | -2 | 1 | 3.4 | 0 | 5 | -1 | -1 | 1 | 1
CC1=C(/C=C/C(=O)O)C(C)(C)CCC1 | 2 | 0 | -1.9 | -1 | -5 | 6 | 4 | -1 | -5
CC1(C)C(=O)OC(c2ccco2)C(C)(C)C1=O (configuration not stated) | 1 | 0 | 0.1 | 4 | -1 | -1 | -2 | -8 | -9
COc1ccc2cc3cc(C(=O)NCCCN4CCC(C)CC4)oc3nc2c1 | 2 | -3 | / | 0 | 2 | 4 | -2 | 3 | 2
O=C(O)/C=C/C(=O)NNC(=O)c1cc(-c2ccccc2)n[nH]1 | -2 | 12 | -17 | 12 | 7 | 11 | 5 | -1 | -16
CCOc1ccc(-n2c(=O)c3sccc3n(CC(=O)NCC3CCCO3)c2=O)cc1 (configuration not stated) | -1 | 0 | -3.1 | -4 | -2 | 9 | 4 | 0 | -6
COc1cccc(CN(C)C(=O)C(CCSC)NS(=O)(=O)c2ccc3c(c2)OCCO3)c1OC (configuration not stated) | -2 | 6 | 1.8 | 1 | 3 | -4 | 1 | -4 | 4
CCN(Cc1cc(=O)[nH]c2ccccc12)C(=O)c1ccc(C)cc1 | 0 | -1 | -2.4 | -1 | -4 | -3 | 1 | 2 | 5
Cn1c(=O)c2c(ncn2CC(=O)N/N=C/C(Br)=C/c2ccccc2)n(C)c1=O | 1 | 7 | 0.6 | 7 | 8 | 3 | -3 | -1 | -4
O=C(c1cnc(N2CCN(c3ncccn3)CC2)c2ccccc12)N1CCN(c2ccccn2)CC1 | -1 | 0 | -3.5 | 8 | 9 | 3 | 2 | -2 | 1
CS(=O)(=O)Cc1ccc(C(=O)NC2CCSc3ccccc32)cc1 (configuration not stated) | 3 | 7 | -0.1 | 4 | 2 | -9 | -4 | 1 | 1
c1ccc(C2COC(c3cccs3)=N2)cc1 (configuration not stated) | 1 | 6 | -2.3 | 3 | -4 | -2 | -2 | 2 | 6
CO/N=C/CC(=O)c1ccc([N+](=O)[O-])c(CS(=O)(=O)c2ccc(Cl)cc2)c1 | 2 | -11 | -0.5 | -2 | -6 | -8 | -3 | -4 | 6
CC(C)c1nc2cc(C(=O)NC(C)c3cnn(C)c3)ccc2o1 (configuration not stated) | 2 | -6 | -0.7 | 1 | -4 | -1 | -3 | -5 | -1
C=CCNc1nnc(Cc2ccc(F)cc2)c(=O)[nH]1 | -3 | 2 | 1.9 | 1 | 6 | 5 | 2 | -1 | 2
COc1ccc(CN2CCC(=O)N(CCO)CC2)cc1OC | -2 | 10 | 0.8 | 5 | 5 | -4 | 1 | 0 | -2
Cn1c(Cn2c(=O)sc3ccccc32)nnc1SCC(=O)NCc1ccc2c(c1)OCO2 | 3 | -4 | 0.3 | -4 | 2 | 5 | 5 | -3 | 1
Cc1c(NC(=O)C(C)Sc2nc(N)cc(=O)[nH]2)c(=O)n(-c2ccccc2)n1C (configuration not stated) | / | 1 | / | 3 | / | -5 | -4 | / | 3
CS(=O)(=O)N(Cc1ccc(C(=O)NCCSCc2ccco2)cc1)c1ccccc1 | 7 | 3 | -0.9 | 2 | 0 | 2 | 2 | -1 | 7
C=CCNC(=S)/N=c1/ccccn1C | 1 | 6 | -0.6 | 8 | -5 | 6 | 1 | -2 | -2
COc1ccc(OCC(=O)N2c3ccccc3CCc3ccccc32)cc1 | -1 | -5 | 0.2 | 2 | 1 | 6 | 2 | 5 | -6
CN(C)c1ccc(/C=c2\sc3n(c2=O)CCCN=3)cc1 | 4 | -75 | 13 | -52 | 7 | -208 | -9 | 103* | 3
Cc1ccc(S(=O)(=O)N(C)C)cc1NC(=S)Nc1ccc2cn[nH]c2c1 | 2 | 8 | -0.1 | 10 | 14 | -3 | 0 | -2 | 0
O=C(NCc1ccco1)c1ccccc1Nc1ccc(F)cc1 | 3 | -2 | -3.5 | 3 | 0 | 4 | 5 | -2 | 1
Cc1ccc(C(=O)O)cc1NC(=S)NC(=O)c1ccc(COc2ccccc2)cc1 | -4 | 10 | -2.0 | 3 | -9 | 7 | 2 | 1 | -8
Carrying on.
SMILES | Fam108B counter | MCL1 BIM primary | MEX-5 binding | Bcl-xL primary | GSTO1 counter | GLD-1 TGE inh | PAD4 inh | TPT1 inhibitor | PME-1 inh
COC(=O)c1c(C)[nH]c(C(=O)CN2C(=O)NC3(CCOc4ccccc43)C2=O)c1C (configuration not stated) | / | 0 | / | 0 | / | 1 | -4 | / | 19
COc1ccc(CN2CCCCC2C)cc1OC (configuration not stated) | 2 | 3 | 1.0 | 3 | 0 | 5 | 0 | -2 | -6
CC(C)(C)CC(=O)NC(=S)NCCc1ccccc1 | 3 | 1 | 2.9 | 2 | -3 | 6 | -4 | 2 | 5
CCOc1ccc(NC(=O)CSc2nnc(CCNC(=O)c3ccc(OC)cc3)n2C)cc1 | -1 | 2 | -2.5 | 0 | 1 | -3 | 0 | -5 | 0
Cc1ccc(N2C(=O)C(CN3CCCCC3)C2c2ccccc2)cc1 (configuration not stated) | -2 | 0 | 1.9 | 6 | 8 | -3 | -4 | 1 | -4
COc1ccc(Cl)cc1NC(=S)NCc1ccco1 | 0 | 9 | 0.4 | 4 | -10 | 7 | -2 | 4 | 1
O=C(N[C@@H](Cc1ccccc1)C(=O)OCC(=O)N1CCOCC1)c1cccs1 | -2 | 0 | 0.6 | 2 | -5 | -1 | 1 | -1 | 6
Cc1cc(NC(=S)Nc2cccnc2)ccc1Br | -2 | 2 | 1.2 | 2 | 1 | 1 | 0 | 2 | 8
COc1ccc(OC)c(S(=O)(=O)Nc2ccc3c(c2)n(C)c(=O)n3C)c1 | 1 | 5 | -1.1 | 11 | 1 | 10 | -1 | -2 | 0
Cc1nc2scc(-c3cccs3)c2c(=O)n1CC(=O)O | -6 | 3 | -0.8 | 2 | -7 | 1 | -1 | -1 | -3
N#Cc1c(-c2ccccc2)oc(=O)c2ccccc12 | 2 | 6 | -3.3 | 5 | -6 | 1 | -4 | -4 | -1
CC(=O)Nc1c(OC(C)=O)ccc2c(C)cc(=O)oc12 | -1 | 4 | 0.7 | 4 | 9 | 2 | 3 | -2 | -3
COc1ccccc1C(=O)N/C(=C/c1ccc2c(c1)OCO2)C(=O)Nc1ccc(C(=O)O)cc1 | 1 | -8 | 0.4 | 7 | 6 | 1 | 2 | -3 | 0
CCOC(=O)C1=C(COC(=O)c2cccc(Br)c2)NC(=O)NC1C (configuration not stated) | 0 | -11 | -2.5 | -7 | 0 | 2 | 1 | 2 | 1
Cc1cccc(N2CCN(C(=O)COc3ccc4c(c3)CCC4)CC2C)c1 (configuration not stated) | / | 6 | / | 8 | / | 5 | 2 | / | 8
CCCc1cc(-c2n[nH]c(C)c2-c2ccc(C(=O)OCC)o2)c(O)cc1O | 0 | 4 | 1.3 | 0 | 7 | 6 | -2 | 0 | 12
